Screening data from PubChem BioAssay.
HCV inh: inhibitors of hepatitis C virus infection | Huh7.5.1 HCVcc-Cre infection, luciferase reporter, 44 h | Potency, µM (series often up to 41.8 µM), for inactives: at the top dose activity change, negative = inhibition, hits mostly inhibitors | 3.4% of 340,000 active
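Cells (1,000/well) were plated 4 h before compound, then infected with HCVcc-Cre virus (~0.5 moi). After 44 h further culture, infection was read as luciferase luminescence following a 15 min substrate incubation at room temperature.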
Pf growth 96h: P. falciparum growth inhibition at 96 hours; Potency, µM (doses to about 28.7 µM), inactives show at the top dose activity change, negative = inhibition, hits mostly inhibitors; 6.9% of 320,000 active; P. falciparum luciferase reporter growth, 96 h
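96 h incubation, 37 C, 5% CO2, of luciferase-reporter P. falciparum-infected RBCs (2% hematocrit, 0.05% parasitemia final) with test compounds; endpoint luminescence.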
TbPYK inhibitor: T. brucei pyruvate kinase inhibition. TbPYK enzyme, Kinase-Glo Plus ATP luminescence, 45 min. AID 624173. Potency, µM (top dose mostly 76.8 µM), for the others: at the highest dose activity, negative = inhibition, usual class: inhibitors. Q57TT1. 0.12% of 410,000 active; also: nearly all actives have a fitted effect of over 50% in size
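Screened from lowest to highest concentration, compounds were pinned into TbPYK/substrate mixtures, and ADP (130 uM final) was added. Plates sat at room temperature for 45 min prior to Kinase-Glo Plus detection by luminescence.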
LmPK inh: blocks Leishmania mexicana pyruvate kinase activity; Q27686; purified LmPK, Kinase-Glo ATP luminescence, 1 h; Potency, µM (highest dose often 57.5 µM), inactives show at the highest dose activity change, negative = inhibition, actives largely listed as inhibitors; 0.37% of 290,000 active
Target sequence (Q27686 whole entry, looked up): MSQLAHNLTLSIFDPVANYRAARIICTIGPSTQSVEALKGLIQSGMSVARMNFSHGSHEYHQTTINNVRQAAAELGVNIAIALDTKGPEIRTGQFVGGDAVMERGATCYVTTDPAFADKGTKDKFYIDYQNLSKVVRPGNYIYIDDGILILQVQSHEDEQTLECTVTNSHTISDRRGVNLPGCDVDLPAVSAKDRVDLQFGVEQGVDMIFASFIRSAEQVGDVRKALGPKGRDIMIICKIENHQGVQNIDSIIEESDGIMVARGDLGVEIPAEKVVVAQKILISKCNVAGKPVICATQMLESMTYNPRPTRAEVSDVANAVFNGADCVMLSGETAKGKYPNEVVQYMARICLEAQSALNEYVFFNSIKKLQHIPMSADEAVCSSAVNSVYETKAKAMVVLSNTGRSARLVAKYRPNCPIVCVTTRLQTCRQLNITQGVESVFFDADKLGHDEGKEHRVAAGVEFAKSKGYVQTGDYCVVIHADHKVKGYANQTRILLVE
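Kinase-Glo luminescence read after 1 h RT reaction of 0.1 nM LmPK with 0.5 mM PEP and 0.1 mM ADP. Activity scaled between uninhibited and enzyme-free controls.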
Pf growth 48h: P. falciparum growth inhibition at 48 hours (one generation); P. falciparum luciferase growth in erythrocytes, 48 h; Potency, µM (series often up to 28.7 µM), for inactives: at the top dose activity change, negative = inhibition, most hits filed as inhibitors; 5.9% of 310,000 active
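Compounds are pin-transferred into medium, infected erythrocytes (2% hematocrit, 0.1% parasitemia final) are added, and plates sit one parasite generation at 37 C in 5% CO2. Detection reagent is then added and luminescence measured.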
Sm TGR inh: S. mansoni TGR enzyme inhibition | Q962Y6 | purified TGR, DTNB reduction, TNB absorbance 405 nm | Potency, µM (titrated, usually from 114 µM), inactives show at the top dose activity change, negative = inhibition, hits mostly inhibitors | 3% of 360,000 active; also: nearly all actives have a fitted effect of over 60% in size
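Kinetic colorimetric format: TGR-catalysed, NADPH-driven DTNB reduction monitored via TNB absorbance. Enzyme dispensed at 20 nM; compound exposure 15 min at room temperature before reaction start.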
Starred values were filed as active, the others as inactive; u = inconclusive; x = not tested or not shown; [ ] = another dose, or the depositor's remark. Calls follow the shape of the dose curve; as a rule, active = well fitted curve in the direction sought with a large enough effect; inconclusive = small, poorly fitted or top-dose-only effect, or another doubt; inactive = no such curve, though single readings can be large; an effect the other way counts as inactive or inconclusive. % is scaled to controls: 0 for no effect and ±100 for the full control effect; potency is read from the fitted curve at half-maximal effect.

Sample of the layout:
SMILES	HCV inh	Pf growth 96h	TbPYK inhibitor	LmPK inh	Pf growth 48h	Sm TGR inh
Cc1nnc(-n2ncc(C#N)c2N)c2nn(-c3cccc(Cl)c3)c(C)c12	0%	u	x	3%	u	0%
CCN(CC(=O)Nc1ccccc1C(F)(F)F)C(=O)c1ccccc1SCC(=O)N1CCCC1	10%	u	-2%	x	u	0%
COc1ccc(N(Cc2ccccc2)S(=O)(=O)c2cccc(C(=O)Nc3ccccn3)c2)cc1	u	u	5%	x	u	4%
Cc1ccc(-c2cc(C(=O)n3cnc4ccccc43)c3ccccc3n2)cc1C	11%	47%[activator]	2%	1%	5%	-14%

All compounds of this part (from the top)
SMILES	HCV inh	Pf growth 96h	TbPYK inhibitor	LmPK inh	Pf growth 48h	Sm TGR inh
Cc1nnc(-n2ncc(C#N)c2N)c2nn(-c3cccc(Cl)c3)c(C)c12	0%	u	x	3%	u	0%
CCN(CC(=O)Nc1ccccc1C(F)(F)F)C(=O)c1ccccc1SCC(=O)N1CCCC1	10%	u	-2%	x	u	0%
COc1ccc(N(Cc2ccccc2)S(=O)(=O)c2cccc(C(=O)Nc3ccccn3)c2)cc1	u	u	5%	x	u	4%
Cc1ccc(-c2cc(C(=O)n3cnc4ccccc43)c3ccccc3n2)cc1C	11%	47%[activator]	2%	1%	5%	-14%
O=C(CNC(=O)c1nc[nH]c1C(=O)NCC(=O)OCc1ccccc1)OCc1ccccc1	16%	10%	0%	-6%	51%[activator]	-12%
CC(=O)c1cc2c(cc1NC(=O)C1CC1)OCO2	11µM*	10%	-4%	4%	19%	3%
CC1CCCCN1Cc1c(O)ccc2c(=O)c(-c3ccc(Cl)cc3Cl)coc12 (configuration not stated)	-12%	9%	1%	-6%	u	0%
COc1ccc(CNC(=O)c2cccnc2Sc2ccc(Cl)cc2)cc1	-22%	21%	2%	2%	-1%	-6%
Fc1ccc(CN2CCCCCCC2)cc1F	20%	u	-9%	-15%	x	11%
CC(C)N(Cc1ccc(F)cc1)C(=O)c1cc2ccccc2oc1=O	x	0%	x	8%	7%	0%
O=C(O)CC(CP(=O)(c1ccccc1)c1ccccc1)C(=O)O (configuration not stated)	14%	21%	-3%	9%	x	0%[11.4 µM]
O=C(NC1CCCC1)C(c1ccc(F)cc1)N(C(=O)c1csnn1)C1CCCC1 (configuration not stated)	17%	-29%	-1%	6%	u	-8%
Cc1cccc(N2C(=O)c3cccc4cccc(c34)C2=O)c1	u	u	-3%	0%	-5%	4%
CCOc1ccccc1C1N(c2ccc(OC)cc2)C(=O)C2CCCN21 (configuration not stated)	7%	58%[activator]	-9%	6%	x	0%
COc1ccc(C(=O)NC(C)(C)C)cc1S(=O)(=O)N1CCCC1	11%	0%	-5%	-5%	x	-11%
O=C(NNC(=O)c1cccc(Br)c1)C(=O)N1CCCCC1	17%	17%	3%	-1%	-4%	0%
Cc1c(C)n2c(SCC(=O)Nc3ccc4c(c3)OCCO4)nnc2[nH]c1=O	10%	u	1%	x	9.3µM*	-2%
CSc1ncc(Cl)c(C(=O)Nc2ccc(S(=O)(=O)N3CCOCC3)cc2)n1	18%	x	11%	4%	-17%	1%
CCOc1ccccc1Nc1nc(-c2sc(NC(=O)c3ccco3)nc2C)cs1	u	2.3µM*	-1%	-1%	15µM*	0%
COCCOC(=O)c1c(C)n(C)c2ccc(OC(=O)N(C)C)cc12	-20%	-22%	1%	-1%	x	-4%
Cc1ccc(NC(=O)CCN2C(=O)C3C4CCC(C4)C3C2=O)cc1[N+](=O)[O-] (configuration not stated)	x	15%	6%	3%	18%	8%
CNC(=S)N/N=C/c1cccc(OCc2ccccc2F)c1	u	20%	-2%	-11%	-16%	-5%
Cc1cccc(Cl)c1OCCCn1ccnc1	8%	-15%	1%	0%	u	1%
CN(C)/C=C(\C=O)c1onc(-c2ccccc2Cl)c1C#N	16%	u	-4%	-15%	u	u
CCOc1ccc(S(=O)(=O)N2CCC(C(=O)NC3CC3)CC2)cc1C	1%	-3%	5%	4%	u	3%
SMILES	HCV inh	Pf growth 96h	TbPYK inhibitor	LmPK inh	Pf growth 48h	Sm TGR inh
COc1cccc(N(C(=O)C2CSC(=O)C2)C(C(=O)NC(C)(C)C)c2ccncc2)c1 (configuration not stated)	19%	42%[activator]	-7%	0%	4%	0%
C=CCNc1nc(C(=O)OCC(=O)Nc2ccccc2C(F)(F)F)cs1	-9%	-4%	2%	x	9%	-13%
Cc1ccc(NC(=O)COc2ccc3c(c2)CCC3)nc1	-4%	175%[activator]	5%	x	88%[activator]	-17%
Cc1c(CN2CCCCC2)c(O)n(CCO)c(=O)c1C#N	7%	21%	-6%	-1%	21%	x
CC(=O)NC(CC(=O)OCC(=O)N1CCN(S(=O)(=O)c2ccc(Cl)cc2)CC1)c1ccccc1 (configuration not stated)	6%	-12%	-6%	x	4%	0%
CN(CC(=O)Nc1ccc(OC(F)(F)F)cc1)C(=O)c1ccc(N2CCCC2=O)cc1	4.5µM*	-21%	0%	x	-15%	1%
CN1CCN(/C(=N\S(=O)(=O)c2ccc(F)cc2)c2ccccc2)CC1	9%	-8%	3%	3%	-5%	-8%
C=CCn1c(=O)c2ccccc2n2c(SCC(N)=O)nnc12	9%	26%	1%	0%	36%[activator]	8%
O=C(C1CCC(CNc2nc(=S)[nH]c3ccccc23)CC1)N1CCN(c2ccccn2)CC1 (configuration not stated)	x	2%	-4%	3%	u	7%
COc1ccc(-c2cc(C(=O)Nc3ccccc3F)on2)cc1	4%	89%[activator]	-2%	-5%	231%[activator]	30%
CC1CCC(NC(=O)C2CCC(CNc3c(N4CCCCC4)c(=O)c3=O)CC2)CC1 (configuration not stated)	16%	-11%	-11%	-5%	u	11%
C[N+]1(CC(=O)OCCCc2ccccc2)CCCC1	22%	26%	-4%	-5%	9%	4%
O=C(Nc1ccnn1C1CCN(Cc2ccccc2F)CC1)C1CCCC1	19%	u	-1%	-9%	-6%	0%
O=C1NC(=S)N(c2ccccc2)C(=O)/C1=C/c1ccco1	21%	-12%	u	17%	16%	14µM*
O=[N+]([O-])c1ccc(N2CCN(Cc3ccc(Br)o3)CC2)cc1	-12%	-12%	-3%	-1%	-15%	5%
O=C1CN(C(=O)COC(=O)c2ccc([N+](=O)[O-])o2)c2ccccc2N1	u	4%	-4%	x	-6%	45µM*
COc1ccc(-c2nnc(NC(=O)CSc3ccc(C)cc3)s2)cc1OC	-7%	1%	-7%	-2%	2%	-9%
CN(C)CCCNc1oc(/C=C/c2cccs2)nc1S(=O)(=O)c1ccccc1	u	u	1%	0%	u	u
COc1ccccc1CN1C(=O)C2CC=CCC2C1=O (configuration not stated)	5%	-15%	2%	-2%	7%	3%
CCN(CC)S(=O)(=O)c1cccc(C(=O)N[C@H](C(=O)OCC(N)=O)C(C)C)c1	6%	x	-2%	1%	-1%	-15%
COc1cc(NC(=O)NNC(=O)c2cc3occc3n2C)cc(OC)c1OC	6%	29%	-13%	-13%	15%	-1%
Cn1cnnc1SCC(=O)N1N=C2/C(=C/c3ccco3)CCCC2C1c1ccco1 (configuration not stated)	-21%	10µM*	-16%	2%	u	45µM*
Cc1ccc(NC(=O)c2ccc(CSc3ccccn3)cc2)c(O)c1	u	3.7µM*	3%	6%	1.5µM*	-18%
Cc1onc(-c2c(F)cccc2Cl)c1-c1nnc(-c2cccc3ccccc23)o1	-2%	23%	7%	-10%	25%	3%
Cc1n[nH]c(C)c1CCC(=O)N/N=C/c1cccc([N+](=O)[O-])c1	0%	-17%	-5%	7%	-19%	0%

Looked up above.
O=[N+]([O-])c1ccc(N2CCN(Cc3ccc(Br)o3)CC2)cc1 – TbPYK inhibitor = -3%
C=CCn1c(=O)c2ccccc2n2c(SCC(N)=O)nnc12 – Pf growth 96h = 26%
Cc1ccc(NC(=O)c2ccc(CSc3ccccn3)cc2)c(O)c1 – Pf growth 96h = 3.7µM*
Cc1n[nH]c(C)c1CCC(=O)N/N=C/c1cccc([N+](=O)[O-])c1 – HCV inh = 0%

In another format: entries from further up
smiles,HCV inh,Pf growth 96h,TbPYK inhibitor,LmPK inh,Pf growth 48h,Sm TGR inh
COc1cccc(N(C(=O)C2CSC(=O)C2)C(C(=O)NC(C)(C)C)c2ccncc2)c1 (configuration not stated),19%,42%[activator],-7%,0%,4%,0%
C=CCNc1nc(C(=O)OCC(=O)Nc2ccccc2C(F)(F)F)cs1,-9%,-4%,2%,x,9%,-13%
Cc1ccc(NC(=O)COc2ccc3c(c2)CCC3)nc1,-4%,175%[activator],5%,x,88%[activator],-17%
Cc1c(CN2CCCCC2)c(O)n(CCO)c(=O)c1C#N,7%,21%,-6%,-1%,21%,x
CC(=O)NC(CC(=O)OCC(=O)N1CCN(S(=O)(=O)c2ccc(Cl)cc2)CC1)c1ccccc1 (configuration not stated),6%,-12%,-6%,x,4%,0%

Following part
SMILES	HCV inh	Pf growth 96h	TbPYK inhibitor	LmPK inh	Pf growth 48h	Sm TGR inh
Cc1nc2ccccc2n1CCc1nc2c3ccccc3nc(SCC#N)n2n1	x	u	x	6%	8%	35%
COc1cccc(-c2nn3c(-c4cc(C)[nH]n4)nnc3s2)c1	1%	10µM*	-6%	0%	x	-11%
Nc1c(C(O)(C(F)(F)F)C(F)(F)F)ccc2ccccc12	-5%	x	-1%	-2%	u	40µM*
CCn1c(SCC(=O)N/N=C/c2c[nH]c3ccccc23)nnc1-c1ccc(C)cc1	-28%	-23%	-16%	8%	-16%	5%
N#Cc1ccc(COC(=O)CC(NC(N)=O)c2ccc(Cl)cc2)cc1 (configuration not stated)	10%	28%	2%	-6%	11%	5%
CCC(C)c1ccc(NC(=O)CSc2nncn2N)cc1 (configuration not stated)	-1%	81%[activator]	0%	6%	51%[activator]	-13%
CCOC(=O)c1c(C)nc2cc(C)ccn12	-14%	-14%	-3%	-3%	46%[activator]	-6%
COC(=O)C(CC(C)C)NC(=O)C(Cc1ccccc1)NC(=O)C1CCCN1C(=O)OC(C)(C)C (configuration not stated)	-1%	8%	-3%	1%	-10%	3%
O=c1cc2[nH]c3ccccc3c(=O)n2nc1-c1ccccc1	-8%	x	1%	-10%	41%[activator]	-1%
C1=C(CCNCC2CCCCC2)CCCC1	12%	-103%	4%	0%	x	-18%
CCCCC(=O)Nc1ccc(NC(=O)c2ccc([N+](=O)[O-])cc2)cc1OC	u	u	1%	-3%	27%	-3%
CCCCCc1nnc(NC(=O)c2cccc(S(=O)(=O)N3CCOCC3)c2)s1	u	u	-5%	x	u	5%
CC(C)(CO)NCc1cccc(OCc2ccc(Cl)cc2)c1	u	u	-7%	3%	-24%	2%
O=C(CSc1nnnn1-c1cccc2c1CCCC2)N1CCOCC1	u	x	1%	5%	38%[activator]	-1%
O=C1NCCCC1C(=O)N/N=C/c1ccccc1O (configuration not stated)	3%	29%	8%	3%	19%	-15%
CCN1CCN(c2nc(N)c([N+](=O)[O-])c(Nc3ccc(C)c(C)c3)n2)CC1	-21%	1%	2%	-1%	11%	2%
